SMN2 splice enh – SMN2 splice variant enhancement; HEK293 SMN2-luciferase splicing reporter, luminescence, 30-36 h; Potency, µM (titrated, usually from 46.1 µM), for inactives: at the highest dose activity change, positive = activation, actives largely listed as activators; hit rate 2.8% among 210,000; AID 1458; active means well fitted activation curve with a large enough effect; inconclusive means small, poorly fitted or top-dose-only effect; inactive means no such curve, though single readings can be large or run the other way; further: % of control where 0% means no effect; nearly all actives have a fitted effect of over 55% in size
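HEK293 cells carry an SMN2 […]–luciferase reporter in which exon 7 inclusion puts luciferase in frame. Cells were plated 10-12 h before compound addition, then incubated 30-36 h at 37C. ONE-Glo luminescence was read; sodium butyrate at 4.5 mM final served as control.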
Active calls of the source: *; ? = inconclusive; [ ] = dose if it differs, or a comment. Potency means the concentration at half of the fitted maximal effect. Only part of the results is shown; the hit share may differ from the screen's.

The first 15 compounds (preview)
SMILES	SMN2 splice enh
CCC(C)n1c(=N)c(C(=O)NC2CCCCC2)cc2c(=O)n3ccccc3nc21 (stereo unspecified)	-15%
COc1ccc(-n2c(=O)c3c4c(sc3n(Cc3ccccc3C)c2=O)CCCC4)c(OC)c1	-7%
O=S(=O)(Nc1ccc2oc3c(c2c1)CCCC3)c1cc(Cl)ccc1Cl	-2%
CC(C)Cn1c(=O)c2ccccc2n2c(CCC(=O)NCc3ccc(Cl)cc3)nnc12	-7%
CCC(C)NC(=O)CCSc1nc(-c2ccc(OC)cc2)cc(C(F)(F)F)n1 (stereo unspecified)	-20%
CCOC(=O)c1sc(NC(=O)c2cc(CC)on2)c(C(=O)OCC)c1C	-4%
CCc1nn(CC(=O)N2CCCCC2)c(=O)c2cc3occc3n12	6%
CCOc1ccc(CNC(=O)c2ccc3c(c2)N(Cc2ccccc2)CCS3)cc1	10%
CC1CN(C(=O)CCC(=O)NCc2cccc(Cl)c2)c2ccccc2S1 (stereo unspecified)	-26%
COc1ccccc1N1CCN(C(=O)c2cc(-c3ccc(F)cc3)on2)CC1	4%
CC1CN(C(=O)Nc2ccc(C(=O)NCCc3ccccc3)cc2)c2ccccc2S1 (stereo unspecified)	14µM*
O=C(NCCc1ccccc1)c1ccc2c(c1)N(Cc1ccc(F)cc1)C(=O)c1ccccc1S2(=O)=O	2%
Cc1cc(C)cc(OCCCn2c(-c3ccc(Cl)cc3)nc3ccccc3c2=O)c1	-9%
CCOC(=O)c1c(NC(=O)CSc2cn(CCNC(=O)c3ccc(OCC)cc3)c3ccccc23)sc2c1CCCC2	2%
CCc1ccc(NC(=O)c2sc3nc(C)c(Cl)c(C)c3c2N)cc1	4%

This part in full, repeating the preview:
SMILES	SMN2 splice enh
CCC(C)n1c(=N)c(C(=O)NC2CCCCC2)cc2c(=O)n3ccccc3nc21 (stereo unspecified)	-15%
COc1ccc(-n2c(=O)c3c4c(sc3n(Cc3ccccc3C)c2=O)CCCC4)c(OC)c1	-7%
O=S(=O)(Nc1ccc2oc3c(c2c1)CCCC3)c1cc(Cl)ccc1Cl	-2%
CC(C)Cn1c(=O)c2ccccc2n2c(CCC(=O)NCc3ccc(Cl)cc3)nnc12	-7%
CCC(C)NC(=O)CCSc1nc(-c2ccc(OC)cc2)cc(C(F)(F)F)n1 (stereo unspecified)	-20%
CCOC(=O)c1sc(NC(=O)c2cc(CC)on2)c(C(=O)OCC)c1C	-4%
CCc1nn(CC(=O)N2CCCCC2)c(=O)c2cc3occc3n12	6%
CCOc1ccc(CNC(=O)c2ccc3c(c2)N(Cc2ccccc2)CCS3)cc1	10%
CC1CN(C(=O)CCC(=O)NCc2cccc(Cl)c2)c2ccccc2S1 (stereo unspecified)	-26%
COc1ccccc1N1CCN(C(=O)c2cc(-c3ccc(F)cc3)on2)CC1	4%
CC1CN(C(=O)Nc2ccc(C(=O)NCCc3ccccc3)cc2)c2ccccc2S1 (stereo unspecified)	14µM*
O=C(NCCc1ccccc1)c1ccc2c(c1)N(Cc1ccc(F)cc1)C(=O)c1ccccc1S2(=O)=O	2%
Cc1cc(C)cc(OCCCn2c(-c3ccc(Cl)cc3)nc3ccccc3c2=O)c1	-9%
CCOC(=O)c1c(NC(=O)CSc2cn(CCNC(=O)c3ccc(OCC)cc3)c3ccccc23)sc2c1CCCC2	2%
CCc1ccc(NC(=O)c2sc3nc(C)c(Cl)c(C)c3c2N)cc1	4%
CCc1ccc(NC(=O)CC2C(=O)OCCN2CC)cc1 (stereo unspecified)	7%
O=C(NCCc1ccccc1)c1cc2sccc2n1Cc1ccc(F)cc1	-7%
CCN(CC)C(=O)c1c(-c2ccccc2)c(-c2ccccc2)nn(C)c1=O	-3%
CCOc1ccc(-c2cnc(NCc3ccc(OC)cc3OC)n2C)cc1	0%
COc1cccc(CNc2ccc3c(c2)ncn3C)c1OC	8%
CCCSc1ncc(Cl)c(C(=O)Nc2nc3ccc(C)cc3s2)n1	3%
COc1ccccc1CNC(=O)CCCCn1c(=O)c2ccccc2n(Cc2c(C)cc(C)cc2C)c1=O	-10%
COc1ccc2cc3cc(C(=O)N4CCN(c5ccccc5F)CC4)oc3nc2c1	1%
CCN(Cc1ccccc1)C(=O)CN1C(=O)COc2ccc(S(=O)(=O)N(CC)CC)cc21	-9%
Cc1oc(-c2cccc(Cl)c2)nc1CN1CCC(C(=O)NCCCN2CCN(c3cccc(Cl)c3)CC2)CC1	-11%
Continuation.
SMILES	SMN2 splice enh
COc1ccc(-n2c(-c3ccccc3F)nc3c(cnn3-c3ccc(C)cc3)c2=O)cc1	-5%
COc1cc(Cl)c(S(=O)(=O)NCCc2c(C)[nH]c3c(C)cccc23)cc1Cl	1%
Cc1ccccc1-c1nc(CN2CCC(C(=O)NCCc3ccccc3)CC2)c(C)o1	-3%
COc1cc2c(cc1OC)C(c1cccc(Cl)c1)CC(=O)N2 (stereo unspecified)	-11%
CCN(Cc1ccccc1)Cc1c(O)ccc2oc(C)c(C(=O)Nc3ccc(C)cc3C)c12	-8%
Cc1ccc2[nH]cc(C(c3ccccc3)c3ccc(Cl)s3)c2c1 (stereo unspecified)	-100%[inhibitor]
COc1ccc(/C=C/C(=O)Nc2sc(C)c(C)c2C(=O)O)cc1	1%
Cc1ccc(-c2nc(NC(=O)CSc3ncnc4sc5c(c34)CCC(C)C5)ns2)cc1 (stereo unspecified)	-3%
CC(=O)c1c(C)n(S(=O)(=O)c2ccc(Cl)cc2)c2ccc(NS(=O)(=O)c3ccc(Cl)cc3)cc12	-11%
CC(C)c1ccc(NC(=O)CCS(=O)(=O)c2cccc3nonc23)cc1	10%
CCCN(CCC)C(=O)Cn1c(=O)n(CCCCCC(=O)NCc2ccc3c(c2)OCO3)c(=O)c2sccc21	-5%
Cc1cc(C)c(Nc2nn3c(=O)c4cc5c(cc4nc3s2)OCO5)c(C)c1	-10%
CCc1ccc(C(=O)c2cn(Cc3ccc(F)cc3)c3cc(OC)c(OC)cc3c2=O)cc1	18%
CCOC(=O)c1cccc(NC(=O)CCc2c(C)nc3cc(-c4ccc(Cl)cc4)nn3c2C)c1	-21%
CC(=O)Nc1ccc(C2Nc3c(C)cc(C)cc3-c3cc(C)nn32)cc1 (stereo unspecified)	-4%
COCCNC(=O)c1c(NC(=O)Cc2coc3cc(C)ccc23)sc2c1CCCC2	-20%
O=C(Nc1c(C(=O)c2ccc(Cl)cc2)oc2ccccc12)c1cc(=O)c2ccccc2o1	1%
COc1cccc(OCCCn2c(-c3ccc(Cl)cc3)nc3ccccc3c2=O)c1	12%
Cc1ccc(-n2nc(C)c3c(C(F)(F)F)cc(-c4cccnc4)nc32)cc1C	7%
CCOC(=O)c1sc(NC(=O)c2nc3ncccn3n2)c(C(=O)OC)c1C	-10%
COc1cc(NC(=O)CSc2nc(C)c(C(=O)Nc3ccccc3)c(-c3ccc(OC)c(OC)c3)c2C#N)c(OC)cc1Cl	1%
COc1ccc(CCNC(=O)c2ccc3c(c2)CCN3S(=O)(=O)c2ccc(Cl)cc2)cc1	-22%
CCCC(=O)NC(C)c1nc2ccccc2n1Cc1ccccc1 (stereo unspecified)	-2%
Cc1ccc2nc(-c3ccc(C)o3)c(Nc3ccc4c(c3)OCCO4)n2c1	8.9µM*
Cc1sc2c(c1C)c(=O)n(-c1ccc(Cl)cc1)c(=O)n2Cc1cc(=O)n2cc(Br)ccc2n1	-5%
The list continues.
SMILES	SMN2 splice enh
Cc1ccc(C)c(Cn2c(C)c(CNCc3ccc(F)cc3)c(C(=O)O)c2C)c1	6%
COc1ccc(Cl)cc1NC(=O)Cn1c(=O)n(Cc2ccco2)c(=O)c2ccc(C(=O)NC3CCCC3)cc21	-2%
Cc1nc2c3ccccc3nc(NNC(=O)CCC(=O)N3CCN(c4ccc(F)cc4)CC3)n2n1	-4%
COc1ccccc1NC(=O)Cn1nc(-c2ccc(C)cc2)c2c(c1=O)CCCC2	-8%
COc1ccc(-n2nc3cc(C)c(NC(=O)c4ccc(-c5ccc(Cl)cc5)o4)cc3n2)cc1	2%
CCOC(=O)c1c(NC(=O)/C=C/c2ccc(OC)cc2)sc2c1CCC(C)C2 (stereo unspecified)	3%
COc1ccc(C(=O)N2CCCCC2CCN2CCCCC2)cc1 (stereo unspecified)	2%
COc1cc(C2N=C(N)Nc3nc4ccccc4n32)ccc1OCCC(C)C (stereo unspecified)	4%
Cc1ccccc1-c1nnn(CC(=O)Nc2sc3c(c2C#N)CCC(C(C)(C)C)C3)n1 (stereo unspecified)	-1%
CCc1cccc(NC(=O)CCNS(=O)(=O)c2ccc3c(c2)CCN3C(C)=O)c1	-30%
COc1cc(NC(=O)Cn2nc(C(F)(F)F)c3c2CCCC3)c(OC)cc1Cl	-26%
CNC(=O)c1c(NC(=O)c2nc(SCc3ccc(C)cc3)ncc2Cl)sc2c1CCCC2	0%
CN(C)c1ccc(CNC(=O)c2ccc(Cn3c(SCc4ccccc4)nc4cccnc43)cc2)cc1	6%
COc1cccc(C2CC(=O)Nc3cc(OC)c(OC)c(OC)c32)c1OC(C)C (stereo unspecified)	18µM*
CCOc1ccc(-c2cc(C(F)(F)F)c(C#N)c(SCC(=O)Nc3ccccc3)n2)cc1	3%
COc1ccc(S(=O)(=O)c2nnn(-c3cc(Cl)c(OC)cc3OC)c2C)cc1	-35%[inhibitor]
Cc1cccc(-n2c(=O)c3c(c4cc(C)ccc4n3C)n(CC(=O)Nc3ccccc3C(F)(F)F)c2=O)c1	3%
Cc1ccc(N2C(=O)c3[nH]nc(-c4ccc(Cl)cc4)c3C2c2ccc(F)cc2)cc1 (stereo unspecified)	-4%
Cc1ccc(S(=O)(=O)N(CC(O)Cn2c3ccccc3c3ccccc32)c2cccc(C(=O)NCCO)c2)cc1 (stereo unspecified)	-4%
COCCCNC(=O)c1nn(-c2ccc(C)cc2)nc1CO	-8%
CC(C)C12CN3CC(C(C)C)(CN(C1)C3c1ccc(Cl)cc1)C2=O (stereo unspecified)	12%
Cc1cc(C)c(OCC(=O)N(Cc2ccco2)Cc2ccco2)c(C)c1	-14%
Cc1ccc2oc3c(c(=O)c2c1)C(c1ccccc1F)N(CCCN(C)C)C3=O (stereo unspecified)	?
COc1ccc(CCNc2oc(COc3ccc(Cl)cc3)nc2C#N)cc1OC	-42%[inhibitor]
Cc1cccc(CS(=O)(=O)c2ncc(Cl)c(C(=O)NCc3ccccc3)n2)c1	?
Other structures follow.
SMILES	SMN2 splice enh
Cc1ccc2c(c1)sc1nc(-c3cc4ccccc4oc3=O)cn12	-12%
CCCCNC(=O)CSc1c2c(nc3ccc(Cl)cc13)CCCC2	3%
Cc1ccc2oc(-c3cc(NC(=O)c4ccco4)ccc3Cl)nc2c1	-10%
Cc1ccc(-c2nc3ccccc3s2)cc1NC(=O)COc1ccccc1	4%
COc1ccc(C(=O)n2nc(N)c3cc4ccc(C)cc4nc32)cc1OC	2%
Cc1cccc(NC(=O)C(NS(=O)(=O)c2ccc3c(c2)oc(=O)n3C)C(C)C)c1 (stereo unspecified)	10%
COc1cccc(CNC(=O)Cc2c(C)c3c(cc(C)c4c(C)c(C)oc43)oc2=O)c1	7%
Cc1ccc2c(c1)C(=O)OC(C(=O)Nc1ncc(Cc3ccccc3Cl)s1)C2 (stereo unspecified)	-5%
COc1ccccc1CNc1ncnc2onc(-c3ccc(Cl)cc3)c12	-1%
CC(C)S(=O)(=O)c1oc(-c2ccc(F)cc2)nc1S(=O)(=O)c1ccc(F)cc1	-88%[inhibitor]
CCOC(=O)N1CCc2c(sc3c2c(=O)n(-c2ccc(CC)cc2)c(=O)n3Cc2cccc(Cl)c2)C1	-5%
COc1cccc(C(=O)N2c3ccc(C)cc3C(C)(c3ccccc3)CC2(C)C)c1 (stereo unspecified)	-51%[inhibitor]
CC1CCN(C(=O)CSc2nc(-c3ccc(F)cc3)cc(C(F)(F)F)n2)CC1	-2%
COc1cccc(NC(=O)c2sc3nc(C)c(C(=O)Nc4ccc(C)cc4C)c(-c4ccc(C)o4)c3c2N)c1	-12%
CC(C)(C)C1CCc2c(sc(NC(=O)Cn3nnc(-c4ccccc4Cl)n3)c2C#N)C1 (stereo unspecified)	13%
COc1cccc(Cn2cnc3c2c(=O)n(C)c(=O)n3C)c1	-1%
Cc1ccc(NC(=O)Cn2cc(S(=O)(=O)N3CCN(c4ccccc4F)CC3)c3ccccc3c2=O)cc1F	1%
CCOc1ccc(NC(=O)CSc2nnc(CNC(=O)c3c(F)cccc3Cl)o2)cc1	-8%
Cc1cccc(NC(=O)c2ccc3snnc3c2)c1	?
Cc1cccc(N2CCN(C(=O)CCCn3ncn4c(cc5occc54)c3=O)CC2)c1C	-7%
Cc1ccc(NC(=O)CC2Nc3ccccc3NC2=O)cc1C (stereo unspecified)	-6%
Cc1ccc(NC(=O)c2cc3c(-c4ccccc4)nn(-c4ccccc4)c3s2)cc1	-1%
CCc1ccc(NC(=O)c2cc3c([nH]c2=O)CC(C)(C)CC3=O)cc1	7%
CCN(C(=O)Cn1nnc2sc(-c3ccccc3)cc2c1=O)c1cccc(C)c1	-1%
Cc1ccccc1C(=O)Nc1cccc(NC(=O)c2ccc(C(C)(C)C)cc2)c1	?
(listing goes on)
SMILES	SMN2 splice enh
CCOc1cc(-c2nc(-c3ccc(-c4ccc(C)cc4)nc3OC)no2)cc(OCC)c1OCC	-10%
COc1ccccc1N1CCN(C(=O)C2CCN(S(=O)(=O)c3cnc[nH]3)CC2)CC1	1%
Cc1ccc(-c2nc3ccc(Cl)cn3c2Nc2ccc3c(c2)OCCO3)s1	5µM*
O=C(NC1(C(F)(F)F)N=C(c2ccccc2)N(C2CCCCC2)C1=O)c1ccccc1F (stereo unspecified)	9%
COc1ccc(C2c3c(oc4ccccc4c3=O)C(=O)N2c2nc(C)c(C)s2)cc1 (stereo unspecified)	-9%
COc1cccc(N2CCN(C(=O)C3CCN(S(=O)(=O)c4ccc5c(c4)oc(=O)n5C)CC3)CC2)c1	-23%
O=C(c1ccc(F)cc1)n1nc(-c2ccccc2)nc1NCc1ccco1	17%
Cc1ccc(-n2nc(C)c3c(C)c(CCC(=O)NCc4ccc(Cl)cc4)c(C)nc32)cc1	-3%

Screening data (PubChem)
